# Screens as filed in PubChem BioAssay.
# RORgamma inh – inhibitors of mouse ROR gamma transcriptional activity; P51450; Drosophila S2 Gal4-RORgamma UAS-luciferase reporter, 20 h; Potency, µM (top dose mostly 53.6 µM), inactives show top-dose activity change, negative = inhibition, actives largely listed as inhibitors; actives 5.4% (n = 310,000); AID 2551; note: % is set by controls: 0 for no effect and ±100 for the full control effect; nearly all actives have a fitted effect of over 60% in size
# Target sequence (P51450 whole entry, looked up, the tested form may be a part): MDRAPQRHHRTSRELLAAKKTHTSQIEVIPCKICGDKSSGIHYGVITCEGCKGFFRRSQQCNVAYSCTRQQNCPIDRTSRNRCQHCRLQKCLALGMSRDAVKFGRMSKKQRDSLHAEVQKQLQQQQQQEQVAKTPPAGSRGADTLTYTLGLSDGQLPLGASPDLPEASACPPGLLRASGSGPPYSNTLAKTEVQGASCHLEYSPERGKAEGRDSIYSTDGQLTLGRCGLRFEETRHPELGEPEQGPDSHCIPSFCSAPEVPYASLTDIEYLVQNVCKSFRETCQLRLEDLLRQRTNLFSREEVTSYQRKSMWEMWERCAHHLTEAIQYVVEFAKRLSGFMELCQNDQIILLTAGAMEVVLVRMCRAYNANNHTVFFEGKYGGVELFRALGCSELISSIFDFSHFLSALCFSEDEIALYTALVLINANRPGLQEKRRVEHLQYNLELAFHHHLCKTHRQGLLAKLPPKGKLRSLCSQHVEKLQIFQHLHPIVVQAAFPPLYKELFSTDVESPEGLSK
#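 A Gal4/UAS one-hybrid system in insect cells: metallothionein-promoter Gal4–ROR gamma fusion plus Photinus luciferase reporter. Copper sulfate 700 uM final, 20 hr ambient incubation, luminescent detection after 10 min with reagent.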
# p53 reactivation – re-activators of mutant p53; H1299 p53-A138V BP100-luciferase reporter, luminescence, 24 h; Potency, µM (top dose mostly 92.2 µM), for the others: at the highest dose activity change, positive = activation, most hits filed as activators; actives 0.063% (n = 320,000); note: % of control where 0% means no effect; nearly all actives have a fitted effect of over 45% in size
#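 H1299 (p53-null), stable ts p53-A138V + BP100-Luc; 1000 cells/well, Opti-MEM/10% FBS; cpd 4 pt, 1:5; 24 h, 37 deg C, 5% CO2; detection reagent 10 min RT; luminescence.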
# FLuc modulator – firefly luciferase modulation, counter-screen for miR-21 project | AID 588342 | actives 6.9% (n = 360,000) | Potency, µM (doses to about 57.5 µM), without a hit: at the top dose activity change, negative = inhibition, usual class: inhibitors | purified FLuc, Km substrates, luminescence inhibition;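 note: plate controls were vehicle for no effect and reference inhibitor for full effect; nearly all actives have a fitted effect of over 55% in size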
# Target sequence (P08659 whole entry, looked up): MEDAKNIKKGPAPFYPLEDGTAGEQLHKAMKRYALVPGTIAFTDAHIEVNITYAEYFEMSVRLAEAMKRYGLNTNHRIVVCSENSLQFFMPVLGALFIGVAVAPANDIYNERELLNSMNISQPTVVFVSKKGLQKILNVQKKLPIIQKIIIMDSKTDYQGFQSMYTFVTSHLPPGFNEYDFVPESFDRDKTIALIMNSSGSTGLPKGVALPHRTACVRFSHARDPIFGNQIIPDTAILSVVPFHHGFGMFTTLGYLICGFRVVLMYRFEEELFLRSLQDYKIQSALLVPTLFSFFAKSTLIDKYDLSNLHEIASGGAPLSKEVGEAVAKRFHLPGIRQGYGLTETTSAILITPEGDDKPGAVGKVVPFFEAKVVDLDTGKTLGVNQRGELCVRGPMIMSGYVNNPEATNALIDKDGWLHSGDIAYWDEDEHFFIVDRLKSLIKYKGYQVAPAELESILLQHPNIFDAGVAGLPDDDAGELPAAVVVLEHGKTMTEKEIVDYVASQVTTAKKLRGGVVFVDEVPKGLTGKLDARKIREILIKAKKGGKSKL
#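 Purified P. pyralis luciferase, 10 nM final, with Km-level 10 uM D-luciferin and 10 uM ATP in 50 mM Tris acetate pH 7.5, 10 mM Mg acetate, 0.01% Tween-20, 0.05% BSA; 6-point qHTS titration about 60 µM downward; luminescence read.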
# MLL CXXC-DNA inh – MLL CXXC-DNA interaction inhibition; Q03164; MLL-CXXC / FITC-HOXA9 DNA fluorescence polarization; Potency, µM (doses to about 115 µM), for inactives: top-dose activity change, negative = inhibition, most hits filed as inhibitors; actives 0.037% (n = 290,000); AID 2662; active = well fitted inhibition curve with a large enough effect in the polarisation, with a control signal flat, not every such curve was filed as active; inconclusive = small, poorly fitted or top-dose-only effect, or effect the other way, or a change in a side signal; inactive = no such curve, though single readings can be large or run the other way; the % refers to the polarisation
#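 Steps: dispense CXXC domain solution (7 uM) → pin compounds or unlabeled HOX-A9 DNA control → 5 min ambient → add FLSN-HOX-A9 solution (50 nM) → spin → 30 min ambient → fluorescence polarization. Tris pH 7.5/NaCl/DTT/BSA buffer.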
# NPC1 promoter act – activators of NPC1 promoter. AID 485313. Potency, µM (doses to about 9.22 µM), for the others: top-dose activation, most hits filed as activators. actives 2.4% (n = 320,000). Huh7 NPC1 promoter luciferase reporter, 24 h;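 note: % of control where 0% means no effect; nearly all actives have a fitted effect of over 60% in size; reporter is driven by a mutant NPC1 promoter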
#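 Luminescence read-out of NPC1 promoter-driven luciferase in stably transfected Huh7 cells; compounds delivered in DMSO and left 24 h at 37C, 5% CO2, qHTS titration format.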
# BRCA1 expr act – BRCA1 expression activation | Potency, µM (top dose mostly 46.1 µM), for inactives: top-dose activation, most hits filed as activators | actives 1.1% (n = 380,000) | MCF7-BRCA1-FFLuc reporter, luminescence, 48 h; response scale: scaled: vehicle 0%, 10 µM genistein 100%; note: nearly all actives have a fitted effect of over 80% in size; some results filed as inactive show a strong effect at the top dose
#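 Activators of BRCA1 expression were detected as increased firefly luciferase luminescence in engineered MCF7 cells after 48 h compound incubation. Signals were scaled to genistein 10 microM as full activation.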
# Rab9 promoter act – Rab9 promoter activation. Huh7 Rab9 promoter-luciferase reporter, luminescence, 24 h. Potency, µM (highest dose often 9.22 µM), for inactives: at the highest dose activation, negative = inhibition, actives largely listed as activators. actives 2.8% (n = 320,000). AID 485297; note: % of control where 0% means no effect; nearly all actives have a fitted effect of over 60% in size
#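 Luminescence read-out: Huh7 cells stably expressing Rab9-luciferase, treated 24 h with compound at 37 °C, then lysed with luciferase reagent for 10 min at ambient before reading.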
# MBNL1-CUG inh – blocks human MBNL1 binding to CUG repeat RNA | Potency, µM (series often up to 57.5 µM), inactives show at the highest dose activity change, negative = inhibition, hits mostly inhibitors | Q9NR56 | TR-FRET MBNL1-His/biotin-(CUG)12 binding, 665/545 ratio | actives 0.036% (n = 280,000); active = well fitted inhibition curve with a large enough effect in the signal ratio, with a control signal flat, not every such curve was filed as active; inconclusive = small, poorly fitted or top-dose-only effect, or effect the other way, or a change in a side signal; inactive = no such curve, though single readings can be large or run the other way; the % refers to the signal ratio; note: % is set by controls: 0 for no effect and ±100 for the full control effect
#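 MBNL1-His + Biotin-(CUG)12, cpd titration 92 nM–58 uM; Tb anti-His Ab 0.055 ng/ul, SA-XL665 5 nM (final); 60 min RT; ratiometric 665/545 nm, Ex 340 nm; normalized to buffer and full-complex controls.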
# uPA generation – cell surface uPA generation inhibition | Potency, µM (titrated, usually from 38.3 µM), for the others: top-dose activity change, negative = inhibition, usual class: inhibitors | actives 0.31% (n = 330,000) | cell surface uPA generation assay, qHTS | AID 540303; active = well fitted inhibition curve with a large enough effect; inconclusive = small, poorly fitted or top-dose-only effect; inactive = no such curve, though single readings can be large or run the other way; tested in mouse RAW 264.7 cells; note: % is set by controls: 0 for no effect and ±100 for the full control effect; nearly all actives have a fitted effect of over 55% in size
# ELG1 genotox – inducers of genotoxicity in HEK293T ELG1-luciferase cells. HEK293T ELG1-luciferase reporter, luminescence, 16 h. Potency, µM (top dose mostly 46 µM), for the others: at the top dose activity change, positive = activation, hits mostly activators. actives 1.3% (n = 330,000); note: % of control where 0% means no effect; nearly all actives have a fitted effect of over 60% in size
#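 HEK293T cells expressing luciferase-tagged ELG1 were treated with compound or DMSO for 16 hr at 37°C. Luciferase activity was then read after 30 min with ONE-Glo at room temperature; rising signal flags genetic stress.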
# Gal4-VP16 FLuc – inhibits Gal4-VP16 luciferase reporter, ROR gamma counter-screen. Drosophila S2 Gal4-VP16 UAS-luciferase, luminescence, 20 h. Potency, µM (top dose mostly 53.6 µM), for inactives: at the top dose activity, negative = inhibition, usual class: inhibitors. actives 3.5% (n = 310,000). AID 2546;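 note: Gal4-VP16 expression switched on by copper sulfate through the metallothionein promoter; % is set by controls: 0 for no effect and ±100 for the full control effect; nearly all actives have a fitted effect of over 50% in size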
# An asterisk follows results filed as active; ? = inconclusive; . = no result given; [ ] = remark or other dose. Unless noted, calls come from the whole dose curve; as a rule, active = well fitted curve in the direction sought with a large enough effect; inconclusive = small, poorly fitted or top-dose-only effect, or another doubt; inactive = no such curve, though single readings can be large; an effect the other way counts as inactive or inconclusive. Potency is the fitted concentration of half-maximal effect. This is a subset (hit frequency here may not be typical).
# Preview, 7 compounds:
SMILES,RORgamma inh,p53 reactivation,FLuc modulator,MLL CXXC-DNA inh,NPC1 promoter act,BRCA1 expr act,Rab9 promoter act,MBNL1-CUG inh,uPA generation,ELG1 genotox,Gal4-VP16 FLuc
CC(Sc1nc(N)c(NC(=O)c2ccc(Br)o2)c(=O)[nH]1)C(=O)O (stereo not drawn),-26%,-4%,-1%,0%,-2%,-6%,0%,-3%,0%,6%,-8%
O=C(NC1CC1)c1ccc2c(c1)C1C3CCC(C3)C1C(c1ccccc1)N2 (stereo not drawn),34%,-9%,-12%,-8%,0%,-44%,-3%,.,2%,-6%,-8%
CC(C)Cc1cc(C(=O)NCCN2CCOCC2)no1,-20%,2%,-1%,-1%,1%,0%,-1%,?,19%,-7%,20%
Cc1cc(C)nc(NS(=O)(=O)c2ccc(N/C=C/C(=O)c3ccc(Cl)c(Cl)c3)cc2)n1,3%,-2%,5%,9%,-2%,-8%,-3%,-6%,3%,16%,4%
O=C(N/N=C/c1ccc(OCc2ccccc2)cc1)c1cc[n+](Cc2ccccc2)cc1,-19%,?,?,5%,1%,3.5µM*,-2%,?,-3%,?,27%
CCOc1ccccc1NC(=O)C(C)SCc1ccccc1 (stereo not drawn),-6%,-4%,3%,-6%,-6%,-28%,-1%,1%,-1%,-6%,-4%
O=C(CSc1nc2ccccc2[nH]1)c1ccc2c(c1)OCO2,-1%,?,12µM*,5%,?,?,1.4µM*,0%,.,13µM*,25%

# The list itself, from the first entry:
SMILES,RORgamma inh,p53 reactivation,FLuc modulator,MLL CXXC-DNA inh,NPC1 promoter act,BRCA1 expr act,Rab9 promoter act,MBNL1-CUG inh,uPA generation,ELG1 genotox,Gal4-VP16 FLuc
CC(Sc1nc(N)c(NC(=O)c2ccc(Br)o2)c(=O)[nH]1)C(=O)O (stereo not drawn),-26%,-4%,-1%,0%,-2%,-6%,0%,-3%,0%,6%,-8%
O=C(NC1CC1)c1ccc2c(c1)C1C3CCC(C3)C1C(c1ccccc1)N2 (stereo not drawn),34%,-9%,-12%,-8%,0%,-44%,-3%,.,2%,-6%,-8%
CC(C)Cc1cc(C(=O)NCCN2CCOCC2)no1,-20%,2%,-1%,-1%,1%,0%,-1%,?,19%,-7%,20%
Cc1cc(C)nc(NS(=O)(=O)c2ccc(N/C=C/C(=O)c3ccc(Cl)c(Cl)c3)cc2)n1,3%,-2%,5%,9%,-2%,-8%,-3%,-6%,3%,16%,4%
O=C(N/N=C/c1ccc(OCc2ccccc2)cc1)c1cc[n+](Cc2ccccc2)cc1,-19%,?,?,5%,1%,3.5µM*,-2%,?,-3%,?,27%
CCOc1ccccc1NC(=O)C(C)SCc1ccccc1 (stereo not drawn),-6%,-4%,3%,-6%,-6%,-28%,-1%,1%,-1%,-6%,-4%
O=C(CSc1nc2ccccc2[nH]1)c1ccc2c(c1)OCO2,-1%,?,12µM*,5%,?,?,1.4µM*,0%,.,13µM*,25%
CC1CCCCC1N=C1NC(C)(C)CS1 (stereo not drawn),1%,10%,-1%,4%,-8%,-16%,-5%,.,-5%,-8%,-13%
O=C(Oc1ccccc1)n1c(=S)oc2ccccc21,?,-2%,2%,67%[activator],0%,18%,2%,-5%,-1%,3%,?
CC(=O)NCc1nc2ccccc2n1Cc1ccccc1F,-11%,-18%,-1%,-2%,6%,2%,1%,-2%,0%,1%,-8%
C/C(=N\NC(=O)c1cc(C)oc1C)c1ccc(N2CCOCC2)cc1,?,2%,-15%,?,-1%,-15%,7%,1%,-1%,2%,4%
CC1CCC(NC(=O)C2c3ccccc3C(=O)N2CCCN2CCOCC2)CC1 (stereo not drawn),-20%,-9%,1%,-6%,-7%,12%,9%,0%,-3%,-1%,1%
C=CCN1C(=O)C(O)(CC(=O)c2ccccn2)c2ccccc21 (stereo not drawn),-11%,3%,1%,?,-4%,-37%,-6%,4%,-2%,-2%,-3%[10 µM]
CCN(CC)S(=O)(=O)c1cc(NC(=O)COC(=O)Cn2cnc3ccccc32)ccc1C,-28%,17%,0%,1%,-5%,-7%,-11%,-12%,2%,2%,-5%
C=CCC1(N(C(C)=O)c2ccccc2)CCCCC1,-7%,-1%,-3%,29%,-2%,10%,-6%,3%,-22%,-4%,18%
Cc1ccc2cccc(SCC(=O)NCC#N)c2n1,14%,-13%,-4%,-2%,-4%,25%,-1%,25%,17%,1%,0%
O=S(=O)(c1cccc(-c2n[nH]c(=S)n2C2CCCC2)c1)N1CCOCC1,?,-8%,-9%,6%,-5%,-22%,-1%,7%,.,-9%,-8%
COc1ccc(-c2c3c(nc4sc5c(Cl)nc(C)nc5c24)CCC3)cc1,-12%,3%,5%,11%,-16%,7%,2%,-3%,-3%,-13%,-5%
Brc1cccc(OCCN2CCOCC2)c1,5%,13%,-2%,0%,1%,0%,5%,-5%,11%,4%,-4%
Cc1nnc(NC(=O)CSc2nnc(-c3ccoc3C)n2CC(C)C)s1,-1%[10 µM],-1%,-14%,0%,7%,0%,4%,-14%,2%,3%,-4%
Cc1ccc2nc(-c3ccc(NC(=O)CCS(=O)(=O)c4ccccc4)cc3)sc2c1,1.1µM*,?,11µM*,12%,0.56µM*,-30%,0.32µM*,106%[activator],?,?,7.9µM*
O=C(CNCc1ccccc1)Nc1ccc(Oc2ccccc2)cc1,33%,1%,-12%,3%,-3%,-22%,2%,2%,-13%,-4%,-8%
CCCCNC(=O)C(=O)c1ccccc1NC(C)=O,6%,5%,-1%,8%,-6%,8%,6%,6%,-1%,3%,-3%
CCc1ccc(OCC(=O)N/N=C(\C)c2ccccc2OC(F)F)cc1,?,-15%,0%,21%,-1%,-23%,1%,-13%,3%,-3%,-17%
O=c1c2cnn(-c3ccccc3)c2nnn1Cc1ccccn1,11%,-5%,-16%,6%,4%,13%,1%,?,3%,3%,7%
O=C(COC(=O)/C=C/c1ccco1)NCc1ccco1,0%,-1%,-6%,-8%,0%,-3%,5%,11%,-8%,0%,9%
Fc1cc(F)cc(NC(=S)NCCCN2CCOCC2)c1,-12%,1%,-1%,2%,1%,-3%,-3%,-4%,-6%,-1%,1%
COC(=O)Cn1c(=NC(=O)c2ccc([N+](=O)[O-])s2)sc2cc(Br)ccc21,34%,11%,-18%,-1%,-4%,.,-2%,.,.,10%,-8%
CC(NC(=O)Nc1ccc(Cl)cc1)C1CCCO1 (stereo not drawn),1%,16%,?,-4%,28%,?,?,-7%,2%,17%,-8%
COc1cccc(CCNC(=O)CC2C(=O)NCCN2Cc2ccc(C)o2)c1 (stereo not drawn),0%,9%,7%,3%,-3%,15%,1%,1%,4%,1%,3%
Cc1ccc(C)c(N2CCN(S(=O)(=O)c3ccc4c(c3)CC(C)N4C(=O)C3CC3)CC2)c1 (stereo not drawn),5%,8%,-1%,4%,-3%,-35%,-8%,-1%,2%,-1%,-13%
O=C(O)c1cc(-c2ccc(/C=N/NC(=S)Nc3ccccc3)o2)ccc1Cl,11µM*,5%,?,?,-5%,50%,6%,?,-8%,9%,2%[10 µM]
O=C(NC1CCCCCCC1)NC1CCCCC1,11%,?,17µM*,0%,3.5µM*,?,4µM*,2%,-4%,?,8%
CC(Sc1nc(NCc2ccccc2)nc(N2CCOCC2)n1)C(=O)Nc1ccccc1 (stereo not drawn),-12%,-7%,3%,22%,-1%,-4%,-2%,-8%,1%,1%,4%
Cc1ccc(NC(=O)C2Cc3ccccc3CN2C(=O)c2ccco2)cc1S(=O)(=O)N(C)C (stereo not drawn),12%,25%,-13%,19%,-1%,0%,14%,-2%,0%,?,16%
CC(c1nnnn1C1CCCCC1)N(Cc1ccccc1)Cc1cccnc1 (stereo not drawn),21%,-7%,1%,2%,-3%,-23%,-2%,-13%,1%,-5%,-16%
C/C(=N/NC(=O)c1ccc(-c2ccccc2)cc1)c1cccc(O)c1,-44%,-2%,-20%,-3%,-3%,1%,-5%,1%,1%,2%,2%
